PPC-1+TRAIL kill: kills PPC-1 cancer cells in the presence of TRAIL; PPC-1 cells + TRAIL, ATPLite viability luminescence; cell killing (% activity), % at 4 µM; 220,000 compounds, 0.41% hits; AID 1443;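 active means cell killing above 50% in the first pass at 4 µM, then a duplicate retest at 5 µM averaging 50% or more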;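 further: plate controls were cells with TRAIL plus DMSO for no effect and medium-only wells lacking cells for full effect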
Runt-SMMHC FRET: Runt domain-CBFb-SMMHC interaction inhibition. inhibition, % at 20 µM. Q01196+Q13951. 220,000 compounds, 0.74% hits. Cerulean-Runt/Venus-CBFb-SMMHC FRET ratio 530/480, 1 h;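 active means mean inhibition across duplicate retests at 20 µM reaching about 50%, limit read from the data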;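 further: 0% = DMSO wells and 100% = wells with excess untagged CBFb-SMMHC; inhibitors lower the FRET ratio by blocking Runt binding to CBFb-SMMHC; some results filed as inactive read as strong as hits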
Target sequence (Q01196 whole entry, looked up, the tested form may be a part): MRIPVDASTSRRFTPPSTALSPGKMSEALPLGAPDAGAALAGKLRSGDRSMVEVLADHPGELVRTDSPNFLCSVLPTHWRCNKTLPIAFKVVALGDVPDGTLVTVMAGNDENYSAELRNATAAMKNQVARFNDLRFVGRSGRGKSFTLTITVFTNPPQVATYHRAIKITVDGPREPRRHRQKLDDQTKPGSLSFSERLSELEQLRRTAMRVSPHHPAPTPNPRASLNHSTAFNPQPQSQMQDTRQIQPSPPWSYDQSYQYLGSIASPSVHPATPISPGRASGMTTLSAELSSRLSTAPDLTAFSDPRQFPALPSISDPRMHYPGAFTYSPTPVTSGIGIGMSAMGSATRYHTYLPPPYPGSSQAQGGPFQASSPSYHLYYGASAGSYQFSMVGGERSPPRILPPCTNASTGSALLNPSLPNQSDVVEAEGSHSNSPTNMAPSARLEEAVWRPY
Target sequence (Q13951 whole entry, looked up, the tested form may be a part): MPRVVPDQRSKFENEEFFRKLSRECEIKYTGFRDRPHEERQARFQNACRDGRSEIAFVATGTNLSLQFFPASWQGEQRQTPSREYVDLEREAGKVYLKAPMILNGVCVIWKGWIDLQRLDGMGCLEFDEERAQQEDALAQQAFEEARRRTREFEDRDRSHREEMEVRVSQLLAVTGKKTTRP
MDM2 E3 inh: inhibitors of human Mdm2 E3 ubiquitin ligase; signal enhancement, % at 5 µM; 210,000 compounds, 0.11% hits; cell-based MDM2 ubiquitination luciferase reporter, 2 h; 0 = plate control, 100 = twice control, blank-subtracted; AID 1230;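 active means signal enhancement of 30% or more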;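 further: luminescence tracks abundance of the self-degrading MDM2-luciferase fusion protein; higher signal means inhibition of MDM2 E3 ligase activity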
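Material: Stable MDM2–luciferase fusion reporter cells | Amount: 2000 cells seeded into each well | Dosing: One concentration, 5 µM, with 0.2% DMSO | Incubation: 4 h cell settling then 2 h compound exposure, 37 °C | Measured by: Luciferase luminescence | Read-out basis: % enhancement relative to plate controls after blank subtraction | Benchmarks: Control and blank well means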
p47phox inh: blocks human p47phox regulatory protein of NADPH oxidases | inhibition, % at 24.7 µM | P14598 | AID 1274 | 220,000 compounds, 0.53% hits | p47phox/p22phox peptide binding, fluorescence polarization, 2 h;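 active means inhibition above about 30%, limit read from the data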;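 further: 0% = p47phox with labelled peptide and 100% = labelled peptide alone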
Target sequence (P14598 whole entry, looked up): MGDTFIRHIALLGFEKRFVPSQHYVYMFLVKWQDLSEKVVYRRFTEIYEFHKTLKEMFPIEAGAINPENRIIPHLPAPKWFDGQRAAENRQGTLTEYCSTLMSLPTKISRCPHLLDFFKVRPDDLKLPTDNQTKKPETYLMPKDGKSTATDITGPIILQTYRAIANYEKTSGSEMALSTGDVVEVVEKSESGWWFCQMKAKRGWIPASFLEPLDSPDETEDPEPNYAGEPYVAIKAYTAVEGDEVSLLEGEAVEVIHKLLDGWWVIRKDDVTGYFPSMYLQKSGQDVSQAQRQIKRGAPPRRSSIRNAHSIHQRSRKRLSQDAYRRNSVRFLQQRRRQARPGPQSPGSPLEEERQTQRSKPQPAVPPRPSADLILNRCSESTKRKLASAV
EBV gp42 inh: blocks Epstein-Barr virus glycoprotein 42 binding. 220,000 compounds, 0.42% hits. AID 1085. inhibition, % (tested at 21.74 µM). Fluorescence polarization binding assay, mP read-out. Q1HVG2; in the data active means inhibition above about 50%
CHOP inhibitor: CHOP inhibition in unfolded protein response; CHO-K1 CHOP-promoter luciferase, tunicamycin-induced, 15-18 h; inhibition, % at 10 µM; 220,000 compounds, 3.8% hits;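 active means compounds that reduced the stress-induced luciferase reporter signal by more than about 70% of percent inhibition, limit read from the data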;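 further: 0% = tunicamycin plus vehicle and 100% = wells without tunicamycin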
TNF death inh: TNF-alpha cell death inhibition in Jurkat FADD-/- cells; Jurkat FADD-/- TNF necroptosis rescue, ATP luminescence, 24 h; 0 = TNF only, 100 = no-TNF cells; activation (protection from cell death), % at 10 µM; 220,000 compounds, 0.068% hits; AID 463075;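 active means activation, meaning protection from cell death, of at least 50% relative to plate controls; inactive means activation below 50%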;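 further: necroptosis triggered by 40 ng/mL TNF-alpha added together with compound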
TRPN1 ag: zebrafish TRPN1 (NompC) channel agonism. HEK293 zebrafish TRPN1-YFP, Fluo-8 calcium fluorescence; 100% = response to 87 µM carbachol. activation, % at 3 µM. 220,000 compounds, 0.18% hits;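 active means activation above its plate's cutoff, the mean activation of test wells on that plate plus 3 SD, cut at about 19% in these data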;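 further: 0% = DMSO alone and 100% = 87 µM carbachol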
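Material: zebrafish TRPN1-YFP in HEK293 cells. Doses: one dose of 3 µM, 0.3% DMSO. Incubation: dye 1 h 37 °C plus 30 min RT. Measured by: intracellular calcium fluorescence with Fluo-8.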
TRPML3 agonist: agonists of human TRPML3 channel | HEK293 TRPML3-YFP, Fluo-8 calcium fluorescence; 100% = the carbachol control signal | activation, % at 3 µM | 220,000 compounds, 0.29% hits | AID 1448;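 active means activation above its plate's cutoff, the mean activation of the plate's test wells plus 3 SD, cut at about 12% in these data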;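 further: 0% = DMSO only wells and 100% = carbachol wells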
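Test system – HEK293 line with stable expression of human TRPML3-YFP channel · Control set – carbachol 87 µM final as high control (100%), DMSO as low control (0%) · Signal – Fluo-8 calcium dye fluorescence, ex 470-495, em 515-575 nm · Incubation – 1-h 37 °C dye load, 5-s basal, 120-s post-compound reads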
Starred values were filed as active, the others as inactive.

Results for Cc1cc(C)n(C(=O)c2ccc(Cl)c(F)c2F)n1 ?
PPC-1+TRAIL kill: 15; Runt-SMMHC FRET: -2; MDM2 E3 inh: -8; p47phox inh: 6; EBV gp42 inh: -5; CHOP inhibitor: 16; TNF death inh: -0.1; TRPN1 ag: 1.1; TRPML3 agonist: 0.1

What do the screens show for `COc1ccc(C2CC(=O)C3=C(C2)Nc2ncnn2C3c2ccccc2C)c(OC)c1` (centres undefined)?
PPC-1+TRAIL kill: 4; Runt-SMMHC FRET: 7; MDM2 E3 inh: -7; p47phox inh: -8; EBV gp42 inh: -5; CHOP inhibitor: -23; TNF death inh: -0.5; TRPN1 ag: -0.2; TRPML3 agonist: 0.5

What do the screens show for `CSc1nsc(SCc2cnc(C)nc2N)n1`?
PPC-1+TRAIL kill: -1; Runt-SMMHC FRET: 1; MDM2 E3 inh: -10; p47phox inh: 0; EBV gp42 inh: 2; CHOP inhibitor: 13; TNF death inh: -1.6; TRPN1 ag: -2.6; TRPML3 agonist: -0.8

Results for CN(C)C(=S)Nc1ccc(Br)cc1Cl ?
PPC-1+TRAIL kill: -10; Runt-SMMHC FRET: 2; MDM2 E3 inh: 9; p47phox inh: -15; EBV gp42 inh: -10; CHOP inhibitor: -7; TNF death inh: -1.1; TRPN1 ag: 0.1; TRPML3 agonist: -0.1

How did O=C1c2ccccc2C(O)(Cc2ccccc2)N1c1ccc2c(c1)OCO2 (centres undefined) do in these assays?
PPC-1+TRAIL kill: 13; Runt-SMMHC FRET: -20; MDM2 E3 inh: -2; p47phox inh: -6; EBV gp42 inh: -11; CHOP inhibitor: -2; TNF death inh: -2.2; TRPN1 ag: 0.4; TRPML3 agonist: 0.8

What do the screens show for `CCc1c(C)c2cc(Cl)c(O)c(CN(C)C)c2oc1=O`?
PPC-1+TRAIL kill: 16; Runt-SMMHC FRET: 92*; MDM2 E3 inh: -5; p47phox inh: -4; EBV gp42 inh: -3; CHOP inhibitor: -4; TNF death inh: -1.4; TRPN1 ag: 0.0; TRPML3 agonist: 0.0

What do the screens show for `CCOc1cc(NC(=S)Nc2ccccc2OC)c(OCC)cc1NC(=O)c1ccccc1C`?
PPC-1+TRAIL kill: 15; Runt-SMMHC FRET: 1; MDM2 E3 inh: -6; p47phox inh: -7; EBV gp42 inh: -15; CHOP inhibitor: 6; TNF death inh: -4.5; TRPN1 ag: -0.2; TRPML3 agonist: -0.9

Results for Cc1nn(Cc2ccc(F)cc2)c(C)c1NC(=O)c1cnn2cccnc12 ?
PPC-1+TRAIL kill: 14; Runt-SMMHC FRET: -1; MDM2 E3 inh: 16; p47phox inh: -16; EBV gp42 inh: -18; CHOP inhibitor: 6; TNF death inh: -1.7; TRPN1 ag: 1.5; TRPML3 agonist: 0.3

What do the screens show for `CC(C)(C)c1cc(C(=O)N/N=C/c2ccco2)n[nH]1`?
PPC-1+TRAIL kill: 15; Runt-SMMHC FRET: -1; MDM2 E3 inh: -10; p47phox inh: -9; EBV gp42 inh: -1; CHOP inhibitor: -23; TNF death inh: 0.0; TRPN1 ag: -0.6; TRPML3 agonist: -0.1

What do the screens show for `COc1ccccc1CC(=O)Nc1ccc(OC)c(OC)c1`?
PPC-1+TRAIL kill: -2; Runt-SMMHC FRET: 3; MDM2 E3 inh: -1; p47phox inh: -10; EBV gp42 inh: -6; CHOP inhibitor: 20; TNF death inh: -1.0; TRPN1 ag: -1.8; TRPML3 agonist: 0.0

What do the screens show for `COc1ccc(N2CC(C(=O)N/N=C/c3cc([N+](=O)[O-])ccc3O)CC2=O)cc1` (centres undefined)?
PPC-1+TRAIL kill: -2; Runt-SMMHC FRET: -2; MDM2 E3 inh: -9; p47phox inh: -10; EBV gp42 inh: 0; CHOP inhibitor: 24; TNF death inh: -3.5; TRPN1 ag: 0.9; TRPML3 agonist: 0.6

Results for O=C(CNC(=O)c1ccco1)OCC(=O)c1ccc(Cl)cc1Cl ?
MDM2 E3 inh: -2; p47phox inh: -14; EBV gp42 inh: -5; CHOP inhibitor: -4; TNF death inh: -0.9; TRPN1 ag: 1.8; TRPML3 agonist: 0.9

What do the screens show for `Cc1ccccc1CNC(=O)c1ccccc1C(=O)O`?
PPC-1+TRAIL kill: 0; Runt-SMMHC FRET: 1; MDM2 E3 inh: 0; p47phox inh: -3; EBV gp42 inh: -5; CHOP inhibitor: 36; TNF death inh: -1.8; TRPN1 ag: -0.9; TRPML3 agonist: 0.4

What do the screens show for `CCOC(=O)C1CN(S(=O)(=O)c2ccccc2)CCN1S(=O)(=O)c1ccccc1` (centres undefined)?
PPC-1+TRAIL kill: -7; Runt-SMMHC FRET: -1; MDM2 E3 inh: 2; p47phox inh: 8; EBV gp42 inh: -20; CHOP inhibitor: 7; TNF death inh: 0.2; TRPN1 ag: -0.4; TRPML3 agonist: 2.1

How did C=CCNc1nnc(Cl)c2ccccc12 do in these assays?
PPC-1+TRAIL kill: 20; Runt-SMMHC FRET: 1; MDM2 E3 inh: 0; p47phox inh: -3; EBV gp42 inh: -1; CHOP inhibitor: -17; TNF death inh: -1.5; TRPN1 ag: 0.3; TRPML3 agonist: 0.7

The final two compounds of the part before come first, to join the parts.
What do the screens show for `CCOC(=O)C1CN(S(=O)(=O)c2ccccc2)CCN1S(=O)(=O)c1ccccc1` (centres undefined)?
PPC-1+TRAIL kill: -7; Runt-SMMHC FRET: -1; MDM2 E3 inh: 2; p47phox inh: 8; EBV gp42 inh: -20; CHOP inhibitor: 7; TNF death inh: 0.2; TRPN1 ag: -0.4; TRPML3 agonist: 2.1

How did C=CCNc1nnc(Cl)c2ccccc12 do in these assays?
PPC-1+TRAIL kill: 20; Runt-SMMHC FRET: 1; MDM2 E3 inh: 0; p47phox inh: -3; EBV gp42 inh: -1; CHOP inhibitor: -17; TNF death inh: -1.5; TRPN1 ag: 0.3; TRPML3 agonist: 0.7

Results for Cc1nn(Cc2c(F)c(F)c(F)c(F)c2F)c(C)c1NC(=O)c1cccc(COc2ccccc2Cl)c1 ?
PPC-1+TRAIL kill: 0; Runt-SMMHC FRET: -4; MDM2 E3 inh: -9; p47phox inh: -7; EBV gp42 inh: -19; CHOP inhibitor: -28; TNF death inh: -3.1; TRPN1 ag: -0.3; TRPML3 agonist: 0.1

How did CCOC(=O)c1sc(NC(=O)/C=C/c2ccccc2)nc1C do in these assays?
PPC-1+TRAIL kill: 5; Runt-SMMHC FRET: 1; MDM2 E3 inh: 0; p47phox inh: -20; EBV gp42 inh: -6; CHOP inhibitor: -36; TNF death inh: 4.4; TRPN1 ag: 0.6; TRPML3 agonist: -0.3

How did COc1ccc(C(=O)COC(=O)CCc2nc3ccccc3[nH]c2=O)cc1Br do in these assays?
PPC-1+TRAIL kill: -8; Runt-SMMHC FRET: -6; MDM2 E3 inh: -25; p47phox inh: -3; EBV gp42 inh: 3; CHOP inhibitor: 16; TNF death inh: 0.5; TRPN1 ag: 0.7; TRPML3 agonist: 0.6

What do the screens show for `Cc1ccc(C(=O)Nc2nc(=O)n(C(=O)c3ccccc3Cl)s2)cc1`?
PPC-1+TRAIL kill: 12; Runt-SMMHC FRET: -4; MDM2 E3 inh: 28; p47phox inh: -38; EBV gp42 inh: -1; CHOP inhibitor: 67; TNF death inh: -2.2; TRPN1 ag: -1.1; TRPML3 agonist: 0.1

Results for O=C(CN1C(=O)c2ccccc2C1=O)Nc1ccc2c(c1)OCO2 ?
PPC-1+TRAIL kill: -17; Runt-SMMHC FRET: 0; MDM2 E3 inh: -21; p47phox inh: 1; EBV gp42 inh: 5; CHOP inhibitor: 14; TNF death inh: -2.2; TRPN1 ag: -0.4; TRPML3 agonist: 0.1

How did Cc1ccccc1NC(=O)COC(=O)C1(C)CC1(Cl)Cl (centres undefined) do in these assays?
PPC-1+TRAIL kill: 7; Runt-SMMHC FRET: -5; MDM2 E3 inh: -22; p47phox inh: 3; EBV gp42 inh: -10; CHOP inhibitor: 3; TNF death inh: 1.0; TRPN1 ag: -1.7; TRPML3 agonist: -0.3

How did CCCc1nnc(NC(=O)CCC(=O)O)s1 do in these assays?
PPC-1+TRAIL kill: 26; Runt-SMMHC FRET: -5; MDM2 E3 inh: -5; p47phox inh: -2; EBV gp42 inh: -12; CHOP inhibitor: 27; TNF death inh: -0.1; TRPN1 ag: -0.6; TRPML3 agonist: 0.0

Results for O=C(CC1Sc2ccccc2NC1=O)Nc1cccc(-c2nnc3n2CCCCC3)c1 (centres undefined) ?
MDM2 E3 inh: -9; p47phox inh: -9; EBV gp42 inh: -4; CHOP inhibitor: 7; TNF death inh: -4.2; TRPN1 ag: 0.0; TRPML3 agonist: 0.1

How did O=C(Nc1ccc([N+](=O)[O-])cc1)Nc1ccc2[nH]c(=O)[nH]c2c1 do in these assays?
PPC-1+TRAIL kill: 2; Runt-SMMHC FRET: -5; p47phox inh: -22; EBV gp42 inh: 0; CHOP inhibitor: 7; TNF death inh: -0.2; TRPN1 ag: -0.2; TRPML3 agonist: 0.0

Results for CO/N=C/NC(=O)NOCc1ncc(C(F)(F)F)cc1Cl ?
PPC-1+TRAIL kill: 14; Runt-SMMHC FRET: -6; MDM2 E3 inh: -3; p47phox inh: 1; EBV gp42 inh: -1; CHOP inhibitor: 12; TNF death inh: 0.1; TRPN1 ag: -1.0; TRPML3 agonist: 0.6

What do the screens show for `O=C(Nc1ccc(F)cc1F)c1c(C(F)(F)F)ccnc1Oc1cccc(C(F)(F)F)c1`?
PPC-1+TRAIL kill: -11; Runt-SMMHC FRET: 1; MDM2 E3 inh: -10; p47phox inh: 3; EBV gp42 inh: -1; CHOP inhibitor: 16; TNF death inh: 1.5; TRPN1 ag: -0.3; TRPML3 agonist: -1.4

What do the screens show for `O=C(O)c1ccccc1-n1ncc2c1/C(=C/c1ccc(Cl)cc1)CC2`?
PPC-1+TRAIL kill: 0; Runt-SMMHC FRET: -58; MDM2 E3 inh: -10; p47phox inh: -9; EBV gp42 inh: -8; CHOP inhibitor: 16; TNF death inh: -1.2; TRPN1 ag: -0.9; TRPML3 agonist: -0.2

What do the screens show for `Cc1nc2cc(-c3cccc(F)c3)nn2c(C)c1CCC(=O)NC(C)c1ccc2c(c1)OCCO2` (centres undefined)?
PPC-1+TRAIL kill: -4; Runt-SMMHC FRET: 1; p47phox inh: -2; EBV gp42 inh: 3; CHOP inhibitor: 54; TNF death inh: 1.2; TRPN1 ag: 0.7; TRPML3 agonist: 0.2

How did CCC1CCC(c2nnc(-c3ccc([N+](=O)[O-])cc3)o2)CC1 (centres undefined) do in these assays?
PPC-1+TRAIL kill: 8; Runt-SMMHC FRET: 0; p47phox inh: -13; EBV gp42 inh: -17; CHOP inhibitor: 55; TNF death inh: 1.9; TRPN1 ag: 0.9; TRPML3 agonist: 0.5

Outcome played no part in choosing rows; 5.9% or so of the library scored in one or more.
